High-throughput results: PubChem, several laboratories
KOR beta-arrestin-1: kappa opioid receptor activators – cell-based, luminescence, uHTS, primary screen (AID 1777) | KOR beta-arrestin recruitment, luminescence; higher % means a stronger effect | 280,000 tested, 0.02% active | activation, % at 10 µM, or EC50 in µM where a hit was titrated; in the data active = activation above about 50%, passing the limit was not always enough; note: a part of the inactive calls stands beside numbers as strong as those of hits
HEK293 NOD2/NF-kB: NOD2 signaling inhibitors, cell-based, luminescence, uHTS, HEK293 (AID 1566). one-dose inhibition, % at 4 µM; EC50 in µM for titrated hits. 290,000 tested, 0.63% active. HEK293 NOD2/NF-kB luciferase reporter, luminescence; higher % means a stronger effect; note: many of its hits are not listed in these tables
Myeloid diff 2: myeloid differentiation induction; ER-HoxA9 myeloid progenitors, lysozyme-GFP differentiation, flow cytometry; 360,000 tested, 1% active; calls only at 10 µM;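 active = normalized GFP-positive differentiation at or above the plate's own cutoff, the solvent-only control mean plus 3 SD; inconclusive = no clear call, values can overlap the other calls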;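 note: cells exposed to compound for four days before flow analysis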
HIV fusion peptide: cell-free HIV fusion peptide-binding blockers – biochemical, uHTS, fluorescence dequenching, primary screen (AID 1986); cell-free peptide binding, fluorescence dequenching, 30 min; higher % means a stronger effect; inhibition, % at 20 µM, or IC50 in µM where a hit was titrated; 290,000 tested, 0.3% active; in the data active = inhibition mostly above about 52%, no sharp cut-off; inactive = mostly below about 76%; note: some results filed as inactive read as strong as hits
LYP phosphatase: inhibitors of LYP phosphatase, biochemical, fluorescence intensity, uHTS (AID 1779); recombinant LYP phosphatase, fluorescence intensity; higher % means a stronger effect; inhibition, % at 11.5 µM, or IC50 in µM where a hit was titrated; 290,000 tested, 0.054% active;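 note: plate controls were vehicle with enzyme for no effect and no enzyme for full effect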
KOR beta-arrestin-2: KOR antagonists, beta-arrestin recruitment, cell-based, luminescence, uHTS (AID 1778); KOR beta-arrestin recruitment, luminescence, antagonist mode; higher % means a stronger effect; one-dose inhibition, % at 10 µM; IC50 in µM for titrated hits; 290,000 tested, 0.091% active; note: strong numbers were not always called active
NOD1 NF-kB reporter: inhibition of NOD1-driven NF-kB reporter – cell-based, luminescence, uHTS, primary screen (AID 1578); NOD1-driven NF-kB luciferase reporter cells, luminescence; higher % means a stronger effect; inhibition, % at 4 µM; hits with a dose series show EC50 in µM; 290,000 tested, 1% active; in the data active = inhibition mostly above about 36%, no sharp cut-off; inactive = mostly below about 34%;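 note: HEK-293T reporter cells stimulated with the NOD1 agonist gamma-tri-DAP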
SIAH1 antagonists: Siah-1 peptide-binding antagonists, primary screen, biochemical, fluorescence polarization, rhodamine-plectin, uHTS (AID 1817) | Siah-1 / rhodamine-plectin peptide fluorescence polarization; higher % means a stronger effect | displacement, % at 20 µM; hits with a dose series show IC50 in µM | 290,000 tested, 0.02% active;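 active = displacement of at least 50% at 20 µM, with a fluorescence ratio check between 0.3 and a set limit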;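 note: plate controls were Siah plus tracer with DMSO for no effect and tracer alone without Siah for full effect; strong numbers were not always called active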
PhoP inhibition: PhoP-dependent GFP reporter repression – Salmonella Typhimurium, primary screen (AID 1863); 300,000 tested, 0.16% active; S. Typhimurium PhoP-regulated promoter GFP reporter, 4 h; higher % means a stronger effect; one-dose inhibition, % at 50 µM; IC50 in µM for titrated hits;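 active = inhibition over 29.93%, a cutoff 3 SD above the screen mean, later confirmed by dose response; inconclusive = inhibition over 29.93% but no dose response follow-up; inactive = inhibition at most 29.93% or unconfirmed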;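 note: 0% = low Mg2+ inducing control and 100% = high Mg2+ repressing control; strong numbers were not always called active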
Myeloid diff 2 GFP+ MAC1+ %: further read-out of Myeloid diff 2, marked with its call; GFP+ MAC1+ double positive, %; measured here: differentiation confirmed by MAC1 staining
* hit, by the source's call; i = inactive; ? = inconclusive; / = not tested or not shown; [ ] = dose if it differs, or a comment. Cut-off read from the data, not from the text of the source, unless noted: active = inhibition above about 50%; inactive = the rest. A portion of the library; count on the stated rates, not on these rows.

Start of the data: the first 3 records, to show the layout:
SMILES	KOR beta-arrestin-1	HEK293 NOD2/NF-kB	Myeloid diff 2	Myeloid diff 2 GFP+ MAC1+ %	HIV fusion peptide	LYP phosphatase	KOR beta-arrestin-2	NOD1 NF-kB reporter	SIAH1 antagonists	PhoP inhibition
O=C(O)c1nc(N2CCOCC2)nc(N2CCOCC2)n1	-7.2%	-0.7%	i	0.4	2.4%	-2.3%	8.6%	-4.6%	5.8%	4.6%
Cc1ccc(NC(=O)COn2nnc3ccc(S(=O)(=O)N(C)C)cc32)cc1F	-2.5%	17.7%	i	1.6	-2.2%	-2.2%	-20.4%	-5.2%	4.7%	-6.5%
CCN(CC)C(=O)C(=O)c1cccn1-c1ccccc1C#N	-2.8%	9.9%	i	1.3	2.0%	-5.3%	16.9%	-14.7%	-0.7%	-1.9%

Results, from the first entry:
SMILES	KOR beta-arrestin-1	HEK293 NOD2/NF-kB	Myeloid diff 2	Myeloid diff 2 GFP+ MAC1+ %	HIV fusion peptide	LYP phosphatase	KOR beta-arrestin-2	NOD1 NF-kB reporter	SIAH1 antagonists	PhoP inhibition
O=C(O)c1nc(N2CCOCC2)nc(N2CCOCC2)n1	-7.2%	-0.7%	i	0.4	2.4%	-2.3%	8.6%	-4.6%	5.8%	4.6%
Cc1ccc(NC(=O)COn2nnc3ccc(S(=O)(=O)N(C)C)cc32)cc1F	-2.5%	17.7%	i	1.6	-2.2%	-2.2%	-20.4%	-5.2%	4.7%	-6.5%
CCN(CC)C(=O)C(=O)c1cccn1-c1ccccc1C#N	-2.8%	9.9%	i	1.3	2.0%	-5.3%	16.9%	-14.7%	-0.7%	-1.9%
CCc1ccc(C(=O)Cn2ncc(Cl)c(Cl)c2=O)cc1	0.2%	7.7%	?	/	-1.1%	-3.9%	44.7%	68.0%	-2.8%	6.3%
O=C(CSc1ccc(Br)cc1)N1CCN(C(=O)c2ccco2)CC1	4.9%	-6.0%	i	0.4	1.4%	-5.1%	-28.6%	-21.1%	0.8%	-2.3%
CCC(C)(c1nnnn1-c1c(C)cccc1C)N(N=O)c1ccccc1Cl (stereo not given)	2.2%	5.1%	i	0.4	2.8%	7.0%	18.8%	1.9%	1.7%	3.9%
COc1ccc(Cl)cc1NC(=O)CN(C)S(=O)(=O)c1cccs1	-0.3%	-8.1%	i	0.5	0.0%	-7.3%	-4.2%	9.1%	2.1%	7.2%
CCn1c2ccccc2c2nc3cc(S(=O)(=O)N4CCOCC4)ccc3nc21	1.2%	2.0%	i	1.9	-1.9%	10.0%	-9.7%	-0.1%	2.7%	3.7%
C=CCN(C(=O)c1csnn1)C(C(=O)NC1CCCCC1)c1ccc(F)cc1 (stereo not given)	-4.4%	10.8%	i	0.7	0.4%	-15.4%	-53.3%	-3.5%	-5.0%	4.3%
Cc1ccc(C)c(C(=O)CSc2nc3ccccc3c(=O)[nH]2)c1	/	-28.1%	i	0.4	1.9%	-8.0%	-48.1%[20 µM]	-29.9%	10.6%	-4.5%
CCc1ccc(C2C(C#N)=C(N)SC(N)=C2C#N)s1	-13.8%	15.4%	i	13.7	-3.0%	-6.2%	-36.2%	2.3%	-0.3%	-20.3%
N#CCO/N=C/C(=O)Nc1ccc(F)cc1F	0.2%	-21.7%	i	0.4	0.8%	2.2%	3.0%[20 µM]	-25.2%	-0.2%	1.0%
COc1ccc(OC)c(NC(=O)C2C(C(=O)O)C3(Cl)C(Cl)=C(Cl)C2(Cl)C3(Cl)Cl)c1 (stereo not given)	-3.9%	8.5%	i	0.2	5.8%	2.1%	-11.0%	-18.0%	7.2%	0.1%
CC(C)c1c(C(=O)N/N=C/c2ccc(OCc3ccc(F)cc3)cc2)nnn1-c1nonc1N	5.6%	16.6%	i	2.8	2.7%	3.1%	-108.0%	-18.6%	-0.5%	-7.5%
COc1cccc(C2=CC(c3cccc(OC)c3OC)n3nnnc3N2)c1 (stereo not given)	5.4%	-34.7%	i	0.8	-1.8%	-9.5%	-40.9%	15.9%	-4.1%	6.1%
COc1cc(C(=O)NNC2=CC(=O)CC(C)(C)C2)cc(OC)c1OC	-1.5%	3.0%	i	0.3	1.6%	-5.2%	17.7%	-24.8%	1.9%	-1.7%
O=C1C2CCCCN2C(=O)N1CCCCN1CCN(c2cccc(Cl)c2)CC1 (stereo not given)	-3.1%	-1.3%	i	0.9	-1.2%	-5.6%	21.9%	-2.6%	6.6%	-0.3%
O=C(CCNC(=O)c1ccccc1Cl)Nc1ccc2c(c1)OCO2	7.7%	5.0%	i	0.9	-0.4%	-8.2%	-37.3%	4.1%	-1.3%	13.2%
Cc1nn(-c2ccccc2)c(C)c1C(=O)NCc1ccccc1F	-0.9%	-5.9%	i	1.1	1.5%	2.8%	23.5%	-8.1%	4.0%	3.0%
COc1cc(C(=O)NC(C)Cc2ccccn2)ccc1OC1CCN(C(C)=O)CC1 (stereo not given)	-1.4%	0.0%	i	0.0	-0.6%	-10.7%	-12.2%	-12.8%	-2.6%	/
CCCC(=O)N1CCN(c2ccc(NC(=O)c3ccco3)cc2)CC1	-1.4%	9.0%	i	2.1	-0.8%	-3.0%	20.7%	-11.5%	4.5%	6.0%
CC1=NN(C(C#N)c2ccccc2)C(c2ccccc2)C1 (stereo not given)	1.3%	-0.3%	i	0.6	0.0%	-9.0%	13.0%	6.6%	-5.5%	-5.3%
Cc1ccccc1Nc1c([N+](=O)[O-])cncc1[N+](=O)[O-]	-1.1%	11.2%	i	0.2	1.1%	-7.1%	6.0%	3.3%	11.9%	4.6%
Cc1cccc(C)c1NC(=O)c1cccc(N2C(=O)C3CCC(C)CC3C2=O)c1 (stereo not given)	-0.8%	16.5%	i	0.7	1.7%	-15.3%	-0.9%	-1.1%	-3.9%	0.2%
CSc1cccc(NC(=O)C2CCCN2S(=O)(=O)c2ccc3c(c2)CCC(=O)N3)c1 (stereo not given)	-3.2%	0.4%	i	0.9	-3.5%	-2.9%	-4.3%	10.1%	-2.1%	-2.8%
O=C(NCCCN1CCCC1=O)Nc1ccc(F)c(Cl)c1	0.8%	-2.5%	i	8.5	0.6%	-9.5%	6.9%	-2.7%	0.9%	11.9%
Clc1cccc(CN2C3=NCCCN3c3ccccc32)c1	-0.6%	2.6%	i	1.2	-2.7%	-9.4%	-17.0%	-6.1%	1.6%	13.2%
CCC(C)(C)NC(=O)CN(C(=O)CNS(=O)(=O)c1ccc(C)cc1)c1ccc2c(c1)OCCO2	2.7%	-6.5%	i	0.5	-0.4%	-5.4%	-15.4%	-3.2%	1.0%	1.9%
COc1ccc(Cl)cc1C(=O)CSc1nnnn1C1CCCC1	2.6%	1.8%	i	0.8	-2.4%	3.5%	3.9%	-48.0%	4.2%	0.2%
Cc1cc(C(C)(C)C)oc1C(=O)O	/	11.2%	i	0.0	0.1%	-3.5%	-5.7%[20 µM]	-19.7%	-0.8%	0.0%

5 entries from above, sorted by their value in Myeloid diff 2 GFP+ MAC1+ %, low to high.
mol	Myeloid diff 2 GFP+ MAC1+ %
Cc1ccccc1Nc1c([N+](=O)[O-])cncc1[N+](=O)[O-]	0.2
Cc1ccc(C)c(C(=O)CSc2nc3ccccc3c(=O)[nH]2)c1	0.4
COc1ccc(Cl)cc1NC(=O)CN(C)S(=O)(=O)c1cccs1	0.5
C=CCN(C(=O)c1csnn1)C(C(=O)NC1CCCCC1)c1ccc(F)cc1 (stereo not given)	0.7
COc1cccc(C2=CC(c3cccc(OC)c3OC)n3nnnc3N2)c1 (stereo not given)	0.8

Next section
SMILES	KOR beta-arrestin-1	HEK293 NOD2/NF-kB	Myeloid diff 2	Myeloid diff 2 GFP+ MAC1+ %	HIV fusion peptide	LYP phosphatase	KOR beta-arrestin-2	NOD1 NF-kB reporter	SIAH1 antagonists	PhoP inhibition
CC(C(=O)O)N1C(=O)C2C3CC(C2C1=O)C1C(c2ccccc2)c2sc(=O)[nH]c2SC31 (stereo not given)	0.7%	10.7%	i	0.6	15.6%	-5.6%	13.8%	-9.7%	-2.9%	2.1%
O=C(C1CCCO1)N(c1ccc(F)cc1)C1C=CS(=O)(=O)C1 (stereo not given)	-2.6%	9.6%	i	0.3	0.9%	-0.3%	18.1%	-35.3%	3.1%	2.9%
CSc1nnc(-c2ccccc2N=Cc2c(C)[nH]n(-c3ccccc3)c2=O)c(=O)[nH]1	11.5%	11.8%	i	0.3	6.0%	2.8%	5.1%	-5.1%	0.9%	4.3%
CN(C)CCCN(C(=O)c1ccc2c(c1)OCCO2)c1nc2cc3c(cc2s1)OCO3	2.1%	-14.8%	i	6.4	-1.0%	-5.2%	-4.1%	-37.0%	0.1%	-1.5%
Nc1c(Cl)cc(Cl)cc1C(=O)OCC(=O)NC1CC1	0.0%	13.7%	i	0.9	-0.4%	-13.8%	-3.5%	-0.1%	-2.8%	-12.8%
COCCN1CCC(CNCc2cn[nH]c2-c2ccc(C)c(C)c2)C1 (stereo not given)	-4.4%	12.8%	i	0.5	0.5%	-9.6%	-6.1%	-20.6%	-0.7%	8.2%
CC(Sc1n[nH]c(=O)[nH]c1=O)C(=O)OCc1ccccc1 (stereo not given)	3.3%	4.1%	i	0.7	1.0%	-10.2%	-95.1%	-3.8%	-5.5%	-24.0%
C/C(=N/NC(=O)c1nnn(-c2nonc2N)c1COc1ccccc1)c1ccccc1	20.8%	-7.3%	i	0.8	1.2%	-10.4%	-27.0%	0.4%	-1.5%	-7.8%
Fc1ccc2[nH]c3c(NCCN4CCOCC4)ncnc3c2c1	3.7%	12.3%	i	0.5	0.2%	-5.5%	-17.6%	13.4%	-1.0%	8.3%
CCOC(=O)C1=C(CC)OC(N)=C(C#N)C1c1cc(OC)ccc1OC (stereo not given)	0.3%	4.4%	i	0.7	-0.2%	-6.7%	31.8%	0.9%	-3.6%	5.5%
COc1ccc(NC(=O)C(CC(=O)O)Cc2ccc(Cl)cc2)cc1 (stereo not given)	-0.3%	-1.5%	i	0.2	0.5%	-5.6%	-41.7%[20 µM]	-9.2%	0.1%	-0.9%
CC1(N2CCCCC2)C(=O)c2ccccc2C1=O	3.8%	-5.2%	i	0.1	-1.1%	-3.9%	-2.3%	26.2%	-1.9%	-2.3%
Cc1cc(C)c(NC(=O)CS(=O)CC(=O)Nc2cccnc2)c(C)c1 (stereo not given)	-5.7%	23.2%	i	0.6	-1.2%	-5.6%	32.3%	28.3%	-5.0%	20.1%
C=CCNC(=O)/C(C#N)=C/c1ccccc1Cl	-2.5%	-29.4%	i	0.2	-0.3%	3.3%	-0.4%	-26.9%	9.4%	-10.7%

Retrieved one by one from the list above (2):
SMILES	KOR beta-arrestin-1	HEK293 NOD2/NF-kB	Myeloid diff 2	Myeloid diff 2 GFP+ MAC1+ %	HIV fusion peptide	LYP phosphatase	KOR beta-arrestin-2	NOD1 NF-kB reporter	SIAH1 antagonists	PhoP inhibition
Cc1cc(C)c(NC(=O)CS(=O)CC(=O)Nc2cccnc2)c(C)c1 (stereo not given)	-5.7%	23.2%	i	0.6	-1.2%	-5.6%	32.3%	28.3%	-5.0%	20.1%
CC1(N2CCCCC2)C(=O)c2ccccc2C1=O	3.8%	-5.2%	i	0.1	-1.1%	-3.9%	-2.3%	26.2%	-1.9%	-2.3%
